PrPC surface inh = cell surface PrPC inhibition, primary TR-FRET screen; P04156; TR-FRET read-out; inhibition, % at 13.8 µM; 370,000 compounds, 0.43% hits; AID 720596; in the data active = inhibition above about 24%; also: 0% = median of the test wells and 100% = reference compound wells
BoNT-F LC inh = blocks Botulinum neurotoxin F light chain protease; Multiplex microsphere protease cleavage assay, flow cytometry; inhibition, % at 10 µM; 360,000 compounds, 0.22% hits; AID 588497; in the data active = inhibition above about 35%, passing the limit was not always enough; also: plate controls were buffer without enzyme for full effect and enzyme alone for no effect
* = called active by the depositor; & = joins results of further samples. Only part of the results is shown; the hit share may differ from the screen's.

How did CCOC(=O)[C@]12CCC=C1N(Cc1ccc(Cl)cc1Cl)C(=O)[C@H](CC(=O)NCCc1ccccc1OC)C2 do in these assays?
PrPC surface inh: -1; BoNT-F LC inh: 0

How did O=C1c2ccccc2C(c2nnnn2-c2ccc3c(c2)OCCO3)N1CCc1c[nH]c2ccccc12 (stereo not drawn) do in these assays?
PrPC surface inh: 3; BoNT-F LC inh: 0

How did O=C1NC[C@H](Cc2ccccc2)N(CCc2cc(C(F)(F)F)cc(C(F)(F)F)c2)C1=O do in these assays?
PrPC surface inh: 2; BoNT-F LC inh: 3

Results for C[C@@H](c1ccccc1)N1C[C@H](COCc2ccccc2)Oc2cc(N3CC[C@H](O)C3)ccc2S1(=O)=O ?
PrPC surface inh: 15; BoNT-F LC inh: -2

How did CCOC(=O)N1CCN(C(=O)C[C@@H]2C[C@@]3(C(=O)OC)CCCCC=C3N(Cc3ccccc3)C2=O)CC1 do in these assays?
PrPC surface inh: -1; BoNT-F LC inh: 3

How did CCC(c1nnnn1-c1ccc2c(c1)OCCO2)N1CCN(C(=O)C2CCCO2)CC1 (stereo not drawn) do in these assays?
PrPC surface inh: -3; BoNT-F LC inh: -2

Results for COC(=O)CCCn1cc(CN2CC(N(C)C)CS2(=O)=O)nn1 (stereo not drawn) ?
PrPC surface inh: 6; BoNT-F LC inh: 2

What do the screens show for `CCC(c1nnnn1-c1c(C)cccc1C)N1CCN(CCN2CCOCC2)CC1` (stereo not drawn)?
PrPC surface inh: 1; BoNT-F LC inh: -2

Results for CCCc1c(-c2ccc(Cl)cc2)ncn1CCc1ccccc1OC ?
PrPC surface inh: 5; BoNT-F LC inh: -7

How did COC(=O)[C@]12CCCCC=C1N(Cc1cccc3ccccc13)C(=O)[C@H](CC(=O)NCCCCc1ccccc1)C2 do in these assays?
PrPC surface inh: 8; BoNT-F LC inh: 5

How did CCCCc1c(-c2ccccc2OC)ncn1C1CCCC1 do in these assays?
PrPC surface inh: 8; BoNT-F LC inh: -6

Results for CC1(C)OC(=O)C2=C(C[C@@H](C3CC3)O[C@@H]2C2CC2)O1 ?
PrPC surface inh: -6; BoNT-F LC inh: 0

What do the screens show for `CCCCOCCCNC(=O)C[C@@H]1C[C@@]2(C(=O)OC)CCCCC=C2N(Cc2ccc(Cl)cc2Cl)C1=O`?
PrPC surface inh: 2; BoNT-F LC inh: -8

What do the screens show for `CCOc1ccc(CCN2C(=O)C(=O)N([C@@H](Cc3ccc(O)cc3)CN3CCC[C@H]3CN3C(=O)C(=O)NC[C@@H]3Cc3ccc(O)cc3)C[C@@H]2Cc2ccccc2)cc1`?
PrPC surface inh: -3; BoNT-F LC inh: 0

How did CC(C)(C)OC(=O)N1CCC[C@H]1C(=O)NCc1ccc(F)cc1F do in these assays?
PrPC surface inh: -5; BoNT-F LC inh: 2

What do the screens show for `COC(=O)[C@]12CCCCC=C1N(Cc1ccc(Cl)cc1Cl)C(=O)[C@H](CC(=O)NCCCCc1ccccc1)C2`?
PrPC surface inh: 10; BoNT-F LC inh: -12

How did COc1cccc(Cn2cnc(-c3ccccc3OC)c2-c2cccs2)c1 do in these assays?
PrPC surface inh: -2; BoNT-F LC inh: 12

Results for CC(C)C[C@@H](CN1CCC[C@H]1CN1C(=O)C(=O)NC[C@@H]1Cc1ccc(O)cc1)N1C[C@H](Cc2ccccc2)N(CCc2ccccc2)C(=O)C1=O ?
PrPC surface inh: 9; BoNT-F LC inh: -14

Results for CC1Cc2[nH][nH]c(=O)c2C(C2CCCC2)O1 (stereo not drawn) ?
PrPC surface inh: -1; BoNT-F LC inh: 2

Results for Cc1ccc(S(=O)(=O)N2CCC(=O)N([C@H](COCc3ccc(Cl)cc3Cl)Cc3ccccc3)CC2)cc1 ?
PrPC surface inh: -7; BoNT-F LC inh: -3

Results for CCOC(=O)[C@]12CCC=C1N(CCC1=CCCCC1)C(=O)[C@H](CC(=O)NCc1cccs1)C2 ?
PrPC surface inh: -2; BoNT-F LC inh: 7

Results for CCC(c1nnnn1-c1ccc2c(c1)OCCO2)N1CCN(c2cccc(C)c2C)CC1 (stereo not drawn) ?
PrPC surface inh: 0; BoNT-F LC inh: 0

Results for COc1ccc(-c2nc3cc(C)c(Br)c(C)n3c2Cc2ccsc2)cc1OC ?
PrPC surface inh: -5; BoNT-F LC inh: -4

Results for c1ccc2c(C(c3nnnn3-c3ccc4c(c3)OCCO4)N3CCCC3)ccnc2c1 (stereo not drawn) ?
PrPC surface inh: 2; BoNT-F LC inh: -1

How did CCCCOCCCNC(=O)C[C@@H]1C[C@@]2(C(=O)OCC)CCC=C2N(Cc2cccc3ccccc23)C1=O do in these assays?
PrPC surface inh: 2; BoNT-F LC inh: -2

Results for CCOC(=O)[C@]12CCC=C1N(Cc1ccccc1)C(=O)[C@H](CC(=O)NCCCN1CCCC1=O)C2 ?
PrPC surface inh: -3; BoNT-F LC inh: 1

What do the screens show for `Nc1[nH]c(C(=O)c2ccccc2)c(-c2ccccc2Br)c1C(=O)NCCc1ccc(Cl)cc1Cl`?
PrPC surface inh: 0; BoNT-F LC inh: 8

How did O=S1(=O)CC(N2CCCC2)CN1Cc1cn(Cc2ccc(Cl)cc2)nn1 (stereo not drawn) do in these assays?
PrPC surface inh: -2; BoNT-F LC inh: 0

How did COC(=O)[C@]12CCCCC=C1N(Cc1ccc(Cl)cc1Cl)C(=O)[C@H](CC(=O)N1CCCC1)C2 do in these assays?
PrPC surface inh: 14; BoNT-F LC inh: 3

Results for O=C1c2ccccc2C(c2nnnn2-c2ccc3c(c2)OCCO3)N1Cc1cccc(F)c1 (stereo not drawn) ?
PrPC surface inh: 8&6; BoNT-F LC inh: 9&7

Results for N#Cc1cccc(C=C(C(=O)c2ccccc2)c2ccccc2)c1 ?
PrPC surface inh: -3; BoNT-F LC inh: -21

Results for CCOC(=O)[C@]12CCC=C1N(CCC1=CCCCC1)C(=O)[C@H](CC(=O)N1CCCC1)C2 ?
PrPC surface inh: -8; BoNT-F LC inh: 5

What do the screens show for `CC(C)(C)n1nnnc1C(c1cc2ccccc2o1)N1CCN(C(=O)OCc2ccccc2)CC1` (stereo not drawn)?
PrPC surface inh: 1; BoNT-F LC inh: -8

How did CCCCNC(=O)C[C@@H]1C[C@@]2(C(=O)OCC)CCC=C2N(Cc2ccccc2)C1=O do in these assays?
PrPC surface inh: -3; BoNT-F LC inh: -2

How did CCCCOCCCNC(=O)C[C@@H]1C[C@@]2(C(=O)OCC)CCC=C2N(Cc2ccccc2)C1=O do in these assays?
PrPC surface inh: -4; BoNT-F LC inh: -2

Results for COC(=O)c1ccc2nc(-c3ccc(C)cc3)c(Cc3ccc(OC)cc3C)n2c1 ?
PrPC surface inh: -5; BoNT-F LC inh: -7

How did O=C1c2ccccc2C(c2nnnn2Cc2ccccc2)N1Cc1cccs1 (stereo not drawn) do in these assays?
PrPC surface inh: -5&-5; BoNT-F LC inh: 3&-11

How did CC(=O)N1Cc2cc(C(=O)NCC(F)(F)F)nc(-c3cccc(-c4cc5ccccc5o4)c3)c2[C@H]1CCO do in these assays?
PrPC surface inh: 3; BoNT-F LC inh: -8

How did CCCCc1c(-c2ccccc2OC)ncn1Cc1ccc(Cl)cc1 do in these assays?
PrPC surface inh: 9; BoNT-F LC inh: -3

Results for C[C@@H](c1ccccc1)N1C[C@@H](COCc2ccccc2)Oc2cc(N3CCC[C@H]3C(N)=O)ccc2S1(=O)=O ?
PrPC surface inh: 13; BoNT-F LC inh: -2

What do the screens show for `CCCCc1c(-c2ccccc2)ncn1CCc1ccccc1OC`?
PrPC surface inh: 9; BoNT-F LC inh: -3

What do the screens show for `O=c1[nH]c2ccccc2nc1-c1nnnn1C1CCCC1`?
PrPC surface inh: 0; BoNT-F LC inh: 0

How did O=C(NCCN1CCC(n2c(=O)[nH]c3ccccc32)CC1)C(c1ccccc1)c1ccccc1 do in these assays?
PrPC surface inh: -12; BoNT-F LC inh: -1

What do the screens show for `COC(=O)[C@]1(Sc2ccc(OC)cc2)CC(=O)N[C@@H]1c1ccccc1`?
PrPC surface inh: 6; BoNT-F LC inh: 5

How did CN1CCC(N2CCN(C3CN(Cc4cn(Cc5cccc(C(F)(F)F)c5)nn4)S(=O)(=O)C3)CC2)CC1 (stereo not drawn) do in these assays?
PrPC surface inh: -4; BoNT-F LC inh: -3

What do the screens show for `O=C1NC[C@@H](CCCCN2C[C@H](Cc3ccc(O)cc3)N(CCc3ccccc3)C(=O)C2=O)N(CCC2CCCCC2)C1=O`?
PrPC surface inh: 4; BoNT-F LC inh: 0

How did COc1cc(OC)cc(C2=Cc3ccccc3C(CC(C)=O)N2c2ccc(C#CC3(O)CCCCC3)cc2)c1 (stereo not drawn) do in these assays?
PrPC surface inh: -6; BoNT-F LC inh: -2

What do the screens show for `CCOC(=O)[C@]12CCCC=C1N(Cc1ccco1)C(=O)[C@H](CC(=O)NCCc1ccccc1OC)C2`?
PrPC surface inh: 3; BoNT-F LC inh: -6

How did CC(C)C[C@@H]1COc2cc(N3CCC[C@H]3CO)ccc2S(=O)(=O)N1 do in these assays?
PrPC surface inh: -7; BoNT-F LC inh: 0

How did Cc1cc(Br)cn2c(Cc3cccc(Cl)c3)c(-c3ccco3)nc12 do in these assays?
PrPC surface inh: 37*; BoNT-F LC inh: -7

Results for CCCCCCCCN1C(=O)[C@H](CC(=O)NCCCN2CCCC2=O)C[C@@]2(C(=O)OCC)CCCC=C12 ?
PrPC surface inh: -3; BoNT-F LC inh: 10

How did COc1ccc(CN2C(=O)c3ccccc3C2c2nnnn2-c2ccc3c(c2)OCCO3)cc1 (stereo not drawn) do in these assays?
PrPC surface inh: -1; BoNT-F LC inh: 2

How did CCCCc1c(-c2ccccc2F)ncn1CCc1ccccc1OC do in these assays?
PrPC surface inh: 12; BoNT-F LC inh: -1

Results for CCCCC[C@H]1CCCCC[C@H](O)C[C@H](O)[C@@H](O)/C=C/C(=O)O1 ?
PrPC surface inh: 2; BoNT-F LC inh: -1

What do the screens show for `Cc1cc(C)n2c(Nc3ccc4c(c3)OCCO4)c(CC(C)C)nc2n1`?
PrPC surface inh: 9; BoNT-F LC inh: -4

Results for C#CCNC(=O)C[C@@H]1C[C@@]2(C(=O)OCC)CCC=C2N(Cc2ccc(Cl)cc2Cl)C1=O ?
PrPC surface inh: 2; BoNT-F LC inh: 2

Results for CCOC(=O)[C@]12CCC=C1N(Cc1ccco1)C(=O)[C@H](CC(=O)NCc1ccccc1)C2 ?
PrPC surface inh: 0; BoNT-F LC inh: 5

Results for O=C(OC1CC2CC1[C@H]1CCCCN1C2=O)N1CCC(c2ccccc2)CC1 (stereo partly drawn) ?
PrPC surface inh: -6; BoNT-F LC inh: -6

How did O=C1NC[C@H](Cc2ccc(O)cc2)N(CCc2cc(C(F)(F)F)cc(C(F)(F)F)c2)C1=O do in these assays?
PrPC surface inh: 0; BoNT-F LC inh: -3

What do the screens show for `O=C(NCc1ccccc1)OC1CC2CC1[C@H]1CCCCN1C2=O` (stereo partly drawn)?
PrPC surface inh: -8; BoNT-F LC inh: 1

Fetched by structure from the list above, two records:
How did O=C1NC[C@H](Cc2ccc(O)cc2)N(CCc2cc(C(F)(F)F)cc(C(F)(F)F)c2)C1=O do in these assays?
PrPC surface inh: 0; BoNT-F LC inh: -3

What do the screens show for `Cc1cc(C)n2c(Nc3ccc4c(c3)OCCO4)c(CC(C)C)nc2n1`?
PrPC surface inh: 9; BoNT-F LC inh: -4

Next part
How did Cc1ccc(S(=O)(=O)N2CCC(=O)N([C@H](COCc3cccc(C(F)(F)F)c3)C(C)C)CC2)cc1 do in these assays?
PrPC surface inh: -10; BoNT-F LC inh: -2

Results for CCCCCCCCN1C(=O)[C@H](CC(=O)NCCc2ccccc2OC)C[C@@]2(C(=O)OC)CCCCC=C12 ?
PrPC surface inh: -6; BoNT-F LC inh: 3

What do the screens show for `Cc1ccccc1C(=O)NCCN1CCC(n2c(=O)[nH]c3ccccc32)CC1`?
PrPC surface inh: -3; BoNT-F LC inh: -2

Results for O=C1Nc2ccccc2N(C(=O)c2ccc3ccccc3c2)C1c1nc2ccccc2[nH]1 (stereo not drawn) ?
PrPC surface inh: -56; BoNT-F LC inh: 3

What do the screens show for `O=C(C[n+]1cccc(/C=N/O)c1)NC(=O)Nc1ccccc1`?
PrPC surface inh: 7; BoNT-F LC inh: -6

Results for CN1CCN(c2ccc3c(c2)OC[C@@H](Cc2ccccc2)NS3(=O)=O)CC1 ?
PrPC surface inh: -5; BoNT-F LC inh: 4

What do the screens show for `COc1cccc(CNC(=O)[C@@H]2CCCN2)c1`?
PrPC surface inh: 4; BoNT-F LC inh: 0

Grouped by structure: the compounds so far with a tert-butyl group.
How did CC(C)(C)OC(=O)N1CCC[C@H]1C(=O)NCc1ccc(F)cc1F do in these assays?
PrPC surface inh: -5; BoNT-F LC inh: 2

What do the screens show for `CC(C)(C)n1nnnc1C(c1cc2ccccc2o1)N1CCN(C(=O)OCc2ccccc2)CC1` (stereo not drawn)?
PrPC surface inh: 1; BoNT-F LC inh: -8

A draw from above in order of molecular weight, lowest first.
What do the screens show for `COc1cccc(CNC(=O)[C@@H]2CCCN2)c1`?
PrPC surface inh: 4; BoNT-F LC inh: 0

How did Cc1ccc(S(=O)(=O)N2CCC(=O)N([C@H](COCc3cccc(C(F)(F)F)c3)C(C)C)CC2)cc1 do in these assays?
PrPC surface inh: -10; BoNT-F LC inh: -2

Results for CCCCCCCCN1C(=O)[C@H](CC(=O)NCCc2ccccc2OC)C[C@@]2(C(=O)OC)CCCCC=C12 ?
PrPC surface inh: -6; BoNT-F LC inh: 3
